# CHRM1 agonist: human M1 muscarinic receptor agonism; CHO-K1 hM1, Fluo-8 calcium fluorescence, agonist mode; 0% DMSO, 100% acetylcholine EC100; activation, % at 3 µM; P11229; hit rate 0.33% among 360,000; AID 588814;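 active means activation above the run's mean compound activation plus 3 SD, cut at about 16% in these data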;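 further: peak over basal fluorescence ratio within a 140 s kinetic read after compound addition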
# Target sequence (P11229 whole entry, looked up): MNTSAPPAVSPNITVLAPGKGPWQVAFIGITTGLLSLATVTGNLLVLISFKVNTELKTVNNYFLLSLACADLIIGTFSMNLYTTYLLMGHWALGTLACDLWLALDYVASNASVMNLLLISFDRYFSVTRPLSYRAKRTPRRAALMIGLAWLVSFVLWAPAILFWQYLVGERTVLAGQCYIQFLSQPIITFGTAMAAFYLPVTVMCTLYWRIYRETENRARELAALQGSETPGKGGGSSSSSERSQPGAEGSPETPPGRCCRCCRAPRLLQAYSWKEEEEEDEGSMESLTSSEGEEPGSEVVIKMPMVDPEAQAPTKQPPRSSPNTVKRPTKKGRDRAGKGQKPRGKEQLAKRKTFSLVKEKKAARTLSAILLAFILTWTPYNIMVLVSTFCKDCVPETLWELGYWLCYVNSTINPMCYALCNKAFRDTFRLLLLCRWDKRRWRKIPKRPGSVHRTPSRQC
# TAAR1 antag: antagonists of human TAAR1 | Q96RJ0 | CHO RD-HGA16 TAAR1, Fluo-8 calcium fluorescence, antagonist | inhibition, % at 3 µM | hit rate 1.5% among 360,000;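 active means inhibition above a per-plate cutoff, the mean inhibition of test compounds on that plate plus 3 SD, cut at about 49% in these data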;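 further: 0% = DMSO plus EC80 beta-PEA response and 100% = DMSO alone without agonist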
# Target sequence (Q96RJ0 whole entry, looked up): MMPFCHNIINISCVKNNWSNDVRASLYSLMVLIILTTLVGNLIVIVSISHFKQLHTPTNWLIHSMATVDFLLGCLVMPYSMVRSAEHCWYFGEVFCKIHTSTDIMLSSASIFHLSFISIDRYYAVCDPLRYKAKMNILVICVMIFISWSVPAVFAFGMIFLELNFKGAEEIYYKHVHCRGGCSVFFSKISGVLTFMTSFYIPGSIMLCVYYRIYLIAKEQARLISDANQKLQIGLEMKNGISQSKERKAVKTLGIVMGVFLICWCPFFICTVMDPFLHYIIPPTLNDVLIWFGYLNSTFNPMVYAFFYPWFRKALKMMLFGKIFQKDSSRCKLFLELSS
#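 Assay system: RD-HGA16 CHO cells with stable hTAAR1 and Gα16 / Reagent: EC80 β-phenethylamine stimulus / Doses: 3 µM, single point / Timing: dye loading 75 min at 37 °C, then 30 min room temperature / Measured by: Fluo-8 intracellular calcium dye fluorescence, real-time kinetic reads / Controls: vehicle wells and EC80 agonist wells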
# CHO parental Ca: counter-screen for OX1R antagonists: effect in parental CHO cells; AID 463079; hit rate 0.63% among 330,000; inhibition, % at 5.6 µM; parental CHO-K1, ATP-induced calcium, Fluo-8 fluorescence;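 active means inhibition above that plate's mean sample inhibition plus 3 SD, cut at about 26% in these data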;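 further: 0% = ATP-challenged DMSO wells and 100% = DMSO wells without ATP; some compounds past the cut are filed as inactive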
#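 Test system: untransfected parental CHO cell line; also added: ATP stimulus; dosing: 5.6 µM, single dose; signal: calcium-sensitive Fluo-8 fluorescence; measure: percent inhibition of ATP-evoked calcium rise, normalized to controls; benchmarks: low control ATP plus DMSO, high control DMSO only; replication: one well per compound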
# CHO-K1 Ca antag: nonselective inhibitor or artifact in parental CHO-K1 cells; ATP-induced calcium, Fluo-8 fluorescence; inhibition, % at 3 µM; hit rate 0.6% among 360,000;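 active means inhibition above a per-plate cutoff, the plate's mean sample inhibition plus 3 SD, cut at about 24% in these data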;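 further: 0% = DMSO plus EC80 ATP and 100% = DMSO alone without ATP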
# CHO-K1 Ca ag: M1 agonist counterscreen hit in parental CHO-K1 cells. Fluo-8 calcium fluorescence; scaled to maximal ATP response, vehicle zero. AID 602248. hit rate 0.48% among 360,000. activation, % at 3 µM; in the data active means activation above about 15%;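 further: untransfected CHO-K1 host cells lacking M1 receptor as counterscreen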
# TAAR1 ag: agonists of human TAAR1; hit rate 0.99% among 360,000; activation, % at 3 µM; CHO RD-HGA16 TAAR1, Fluo-8 calcium fluorescence; vehicle wells 0%, saturating PEA agonist 100%; Q96RJ0; AID 624467;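 active means activation above the mean activation of all test compounds in the run plus 3 SD, cut at about 38% in these data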
#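 Signal – calcium-sensitive Fluo-8 signal, excitation 470-495, emission 515-575 nm · System – RD-HGA16 (CHO) cells co-expressing Gα16 and hTAAR1 · Incubation – 17-24 h seeding, 75 min 37 °C dye, 30 min RT · Compound dosing – 3 µM single concentration · Repeats – no replicates (n 1)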
# M1 antag: antagonists of human M1 muscarinic receptor; P11229; hit rate 1.3% among 360,000; inhibition, % at 3 µM; CHO-K1 hM1, Fluo-8 calcium fluorescence, ACh EC80 antagonist;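 active means percent inhibition above its own plate's cutoff, namely the mean of that plate's compound wells plus 3 SD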;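 further: peak over basal fluorescence ratio during 140 s after agonist addition; 0% = ACh EC80 plus DMSO and 100% = DMSO alone without agonist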
# CHRM1 PAM: positive allosteric modulators of human M1 muscarinic receptor | CHO-K1 hM1, Fluo-8 calcium fluorescence, ACh EC20; 0% = ACh EC20, 100% = maximal ACh | hit rate 0.088% among 360,000 | activation, % at 3 µM | AID 588819; in the data active means activation above about 19%, passing the limit was not always enough
# CHO-K1 Ca PAM: nonselective activator or artifact in parental CHO-K1 calcium assay | ATP EC20, Fluo-8 calcium fluorescence; 0% at ATP EC20, 100% at ATP max | activation, % at 3 µM | hit rate 0.02% among 360,000;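 active means activation above the run cutoff, the mean activation of all test compounds plus 3 SD, cut at about 40% in these data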;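 further: peak over basal fluorescence ratio in a 140 s read after ATP addition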
# * = called active by the depositor; · = not tested or not shown.
SMILES,CHRM1 agonist,TAAR1 antag,CHO parental Ca,CHO-K1 Ca antag,CHO-K1 Ca ag,TAAR1 ag,M1 antag,CHRM1 PAM,CHO-K1 Ca PAM
CCN(C(=O)CSc1ccc2ccccc2c1)C1CCS(=O)(=O)C1 (stereo unspecified),-7,3,-13,-2,1.2,3,-8,8,20
CCc1nnc(NC(=O)C2CCC(CNc3c(N4CCC(C)CC4)c(=O)c3=O)CC2)s1 (stereo unspecified),-3,-14,-8,-10,0.2,0,-18,11,18
CCOc1ccc2ccccc2c1CNCCc1ccc(S(N)(=O)=O)cc1,-5,6,·,-8,0.6,1,1,3,2
CCNC(=O)NC(=O)COC(=O)C1CSC2(C)CCC(=O)N12 (stereo unspecified),-7,8,-2,3,-0.2,8,2,0,3
CC(C)c1ccc(NC(=O)NC(C)c2ccc3c(c2)OCO3)cc1 (stereo unspecified),8,-14,-10,7,3.9,0,0,13,4
CC(=O)Nc1nc2c(s1)C(=O)NCCC2,-8,-18,-6,-14,1.0,1,-4,12,15
CC(C)N(CCCNC(=O)Cn1c(=O)c2cccn2c2ccc(F)cc21)Cc1ccccc1,-6,-28,1,-11,-0.1,2,-3,-2,13
COc1ccc(C2c3cc(OC)c(OC)cc3CCN2C(=O)c2ccccc2Br)cc1OC (stereo unspecified),1,-29,-18,5,-0.4,4,-19,23,-13
CC12CNCC(C)(CN(C(c3ccccc3)c3ccccc3)C1)C2,-6,-3,-19,15,-0.4,-4,59*,-22,-5
CCCN1C(=O)C(Cc2nc3ccccc3c(=O)n2C)c2ccccc21 (stereo unspecified),-2,1,-17,-10,1.0,16,-7,4,5
O=C(COC(=O)CN=C1NS(=O)(=O)c2ccccc21)Nc1ccccc1OC(F)F,-3,-6,5,-8,0.1,1,4,-2,1
CC(=O)c1cccc(NC(=O)c2nc(-c3ccccc3)oc2C)c1,-5,25,-21,-17,2.7,-2,-5,1,22
Cc1oc(-c2ccccc2)cc1C(=O)NC(Cc1c[nH]c2ccccc12)C(=O)O (stereo unspecified),-5,-15,1,-6,-0.1,0,-2,6,17
Cc1ccc(S(=O)(=O)/N=C(/Nc2nc(C)cc(C)n2)N2CCOCC2)cc1,-4,7,19,16,-0.2,12,-3,2,-7
O=C(Cc1cccs1)Nc1nc2c(s1)CCCC2,-6,14,-14,6,-0.2,19,5,-7,-7
O=C(CSCc1ccccc1Br)N/N=C/c1ccccc1C(=O)O,-5,11,-12,12,0.0,15,-7,3,-12
O=C(NCCCNC(=O)c1ccco1)c1ccc(Cl)cc1,0,4,-4,-16,0.8,-3,-12,4,11
O=C(CN1C(=O)COc2ccc(Cl)cc21)N1CCc2ccccc21,-6,-7,-3,-15,0.0,2,-6,10,13
CC1CCN(C(=O)COC(=O)c2ccc(F)c(S(=O)(=O)N3CCOCC3)c2)CC1,-3,-2,-16,-7,0.6,1,-6,2,2
O=c1c2cc(N3CCOCC3)ccc2[nH]c(=S)n1Cc1ccco1,-4,-6,0,-7,-0.1,5,-5,8,14
O=C1NC[C@@H](c2ccccc2)OC(=O)[C@H](Cc2ccc(F)cc2)C/C=C\C[C@@H]1CC(=O)N(CCO)Cc1ccccc1,-3,67*,3,-11,6.2,27,21,-9,18
Nc1ccn([C@@H]2O[C@H](CNCc3cccc(OC4CCCC4)c3)[C@@H](O)[C@H]2O)c(=O)n1,-6,8,·,-14,0.6,0,-5,2,9
C=CCn1c(SCC(=O)NC23CC4CC(CC(C4)C2)C3)nc2cc(C(=O)O)ccc2c1=O,0,-14,2,-5,0.0,5,-3,5,-1
Cc1ccc2c(c1)N(CC(=O)Nc1nccs1)C(=O)CO2,-2,-20,·,9,0.3,4,2,1,-7
CC(C)n1c(SCc2ccc(Cl)cc2)nc2c1c(=O)[nH]c(=O)n2C,-3,10,-16,-17,0.5,9,-24,1,15
CCn1c(=O)cc(SCC(=O)N2CCN(C)CC2)c2ccccc21,-5,13,2,-19,0.7,0,3,9,20
C=CCNc1ncnc2c1ncn2[C@H]1CN(CCN2CCOCC2)C[C@@H](CO)O1,-2,-6,·,3,0.1,2,-12,3,-8
Cc1ccc(NC(=O)C(C)N2CCCC2)cc1Cl (stereo unspecified),-9,10,-3,-5,0.3,16,-6,9,20
O=C(N=C1SC2CS(=O)(=O)CC2N1c1ccccc1)C1CC1 (stereo unspecified),-2,-4,-3,-16,0.5,2,0,2,14
CCOC(=O)c1nn(-c2ccc(Cl)cc2)c2nc(Nc3ccccc3)cc(=O)n12,-1,-11,-18,8,0.1,5,-7,7,3

# Compound profiles (already shown):
# O=C1NC[C@@H](c2ccccc2)OC(=O)[C@H](Cc2ccc(F)cc2)C/C=C\C[C@@H]1CC(=O)N(CCO)Cc1ccccc1 across the screens: CHRM1 agonist = -3; TAAR1 antag = 67*; CHO parental Ca = 3; CHO-K1 Ca antag = -11; CHO-K1 Ca ag = 6.2; TAAR1 ag = 27; M1 antag = 21; CHRM1 PAM = -9; CHO-K1 Ca PAM = 18
# O=C(N=C1SC2CS(=O)(=O)CC2N1c1ccccc1)C1CC1 (stereo unspecified) across the screens: CHRM1 agonist = -2; TAAR1 antag = -4; CHO parental Ca = -3; CHO-K1 Ca antag = -16; CHO-K1 Ca ag = 0.5; TAAR1 ag = 2; M1 antag = 0; CHRM1 PAM = 2; CHO-K1 Ca PAM = 14

# An excerpt from above in order of molar mass, low to high:
SMILES,CHRM1 agonist,TAAR1 antag,CHO parental Ca,CHO-K1 Ca antag,CHO-K1 Ca ag,TAAR1 ag,M1 antag,CHRM1 PAM,CHO-K1 Ca PAM
O=c1c2cc(N3CCOCC3)ccc2[nH]c(=S)n1Cc1ccco1,-4,-6,0,-7,-0.1,5,-5,8,14
CC(C)n1c(SCc2ccc(Cl)cc2)nc2c1c(=O)[nH]c(=O)n2C,-3,10,-16,-17,0.5,9,-24,1,15
C=CCNc1ncnc2c1ncn2[C@H]1CN(CCN2CCOCC2)C[C@@H](CO)O1,-2,-6,·,3,0.1,2,-12,3,-8
CCOC(=O)c1nn(-c2ccc(Cl)cc2)c2nc(Nc3ccccc3)cc(=O)n12,-1,-11,-18,8,0.1,5,-7,7,3
CC1CCN(C(=O)COC(=O)c2ccc(F)c(S(=O)(=O)N3CCOCC3)c2)CC1,-3,-2,-16,-7,0.6,1,-6,2,2

# Later entries:
SMILES,CHRM1 agonist,TAAR1 antag,CHO parental Ca,CHO-K1 Ca antag,CHO-K1 Ca ag,TAAR1 ag,M1 antag,CHRM1 PAM,CHO-K1 Ca PAM
O=C(c1cccs1)N1CCN(S(=O)(=O)N2CCOCC2)CC1,-3,-1,8,-1,0.8,17,-2,3,12
COc1ccc(NC(=O)c2cc(S(=O)(=O)N3CCOCC3)ccc2N2CCOCC2)cc1,-4,-9,-14,-8,1.1,2,2,1,0
COc1ccc(CCN2CC(C(=O)NCc3nc(C)c(C)s3)CCC2=O)cc1 (stereo unspecified),0,-22,-6,2,0.3,1,-13,13,2
COc1ccc(OC)c(NC(=O)C(C)OC(=O)c2cc3ccccc3[nH]2)c1 (stereo unspecified),-2,21,·,4,1.1,0,-4,4,-1
O=[N+]([O-])c1ccc(NC(=S)N2CCN(c3ccc(F)cc3)CC2)cc1,0,21,14,13,7.5,11,16,-7,11
C[C@H]1COC(=O)[C@H](Cc2ccc(F)cc2)C/C=C\C[C@H](CC(=O)N(CCO)Cc2ccccc2)C(=O)N1,-9,8,-17,-9,-0.2,10,-3,3,18
CCOC(=O)C1CCCN(C(=O)c2cc3cc(OC)c(OC)cc3[nH]2)C1 (stereo unspecified),1,-14,·,1,0.6,4,-8,12,11
O=C(O)CCC(=O)OC1CC2CCC1C2 (stereo unspecified),-2,-16,-4,-5,0.1,4,2,5,12
O=S(=O)(c1ccc(Oc2ncnc3scc(-c4ccccc4)c23)cc1)N1CCOCC1,-1,45,-9,-5,2.8,17,20,-12,8
N/C(Cc1cccs1)=N\OC(=O)COc1ccc(Cl)cc1Cl,-6,44,-9,-8,-0.3,9,-3,-6,8
COc1ccc(N(CC(=O)Nc2cc(C)ccc2C)S(=O)(=O)c2c(C)noc2C)cc1,-4,3,-19,-2,0.6,-2,11,-5,-13
O=C(NCCC1=CCCCC1)c1ccc2c(c1)N(Cc1ccccc1)C(=O)CS2,-8,16,-28,8,0.9,6,19,-20,-6
CC(Sc1n[nH]c(N)n1)C(=O)C12CC3CC(CC(C3)C1)C2 (stereo unspecified),0,10,8,-2,0.2,5,-1,3,-2
COc1cccc(NC(=O)CN(C)C(=O)C(Sc2ccccc2)c2ccccc2)c1 (stereo unspecified),-1,22,·,-5,1.3,4,-10,11,3
COC(=O)c1cnc(SCC(=O)c2ccccc2)n1C,-3,-19,-12,-11,1.1,-2,-3,1,3

# Structures above marked active in TAAR1 antag.
SMILES	CHRM1 agonist	TAAR1 antag	M1 antag	CHRM1 PAM
O=C1NC[C@@H](c2ccccc2)OC(=O)[C@H](Cc2ccc(F)cc2)C/C=C\C[C@@H]1CC(=O)N(CCO)Cc1ccccc1	-3	67*	21	-9

# From PubChem
